Bioassay records (PubChem)
VEEV TC-83 Vero – inhibitors of VEEV TC-83 cytopathic effect, confirmation, Vero cells (AID 588727). Vero cells, VEEV TC-83 cytopathic effect inhibition; higher % means a stronger effect. 350,000 tested, 0.13% active. inhibition, % at 20 µM; hits with a dose series show IC50 in µM; in the data active = a potency from the dose series; inconclusive = inhibition mostly from about 14% at the one dose, without a potency; inactive = the rest, 99 in 100 with inhibition below about 12%; note: strong numbers were not always called active
H37Rv inhibition – M. tuberculosis growth inhibition, HTS (AID 449762); 330,000 tested, 0.59% active; M. tuberculosis H37Rv growth inhibition, 7H9 media; higher % means a stronger effect; inhibition, % at 25 µM, or IC50 in µM where a hit was titrated; in the data active = a potency from the dose series; inconclusive = inhibition above about 70% without an active follow-up result;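 note: bacterial growth assessed after seven days of incubation; strong numbers were not always called active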
Salmonella PhoP GFP – PhoP regulon inhibitors, Salmonella typhi PhoP promoter GFP reporter, confirmatory (AID 1850). Salmonella Typhi PhoP-promoter GFP reporter, fluorescence, 4 h; higher % means a stronger effect. inhibition, % at 50 µM, or IC50 in µM where a hit was titrated. 310,000 tested, 0.33% active; in the data active = a potency from the dose series; inconclusive = inhibition mostly from about 25% at the one dose, without a potency; inactive = the rest, 99 in 100 with inhibition below about 19%;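 note: 0% = induced wells with vehicle and 100% = uninduced wells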
M. tuberculosis – growth inhibition of non-replicating M. tuberculosis (AID 488890) | inhibition, % at 25 µM, or IC50 in µM where a hit was titrated | 320,000 tested, 0.39% active | Mycobacterium tuberculosis non-replicating, growth inhibition; higher % means a stronger effect; in the data active = a potency from the dose series; inconclusive = inhibition mostly from about 82% at the one dose, without a potency; inactive = the rest, 99 in 100 with inhibition below about 76%;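 note: plate controls were DMSO cells for no effect and high antibiotic wells for full effect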
H1N1 NS1A inhibition – H1N1 influenza NS1A inhibitors, functional cell based assay (AID 504329) | NS1A functional cell-based assay, percent inhibition; higher % means a stronger effect | 340,000 tested, 0.3% active | one-dose inhibition, % at 12.5 µM; IC50 in µM for titrated hits; in the data active = a potency from the dose series; inconclusive = inhibition above about 27% without an active follow-up result; note: strong numbers were not always called active
VEEV TC-83 Vero 10K pilot screen – also measured in VEEV TC-83 Vero; calls as there; inhibition, %; measured here: 10K pilot screen inhibition
* marks the source's active call; other numbers are inactive results; i = inactive; u = inconclusive; x = no result given; & = joins results of further samples.

SMILES | VEEV TC-83 Vero | H37Rv inhibition | Salmonella PhoP GFP | M. tuberculosis | H1N1 NS1A inhibition | others
COc1cc(C2NC(=O)NC(C)=C2C(=O)OC2CCCCC2)cc(Br)c1O (stereo unspecified) | 1.1% | 7.0% | -0.9% | 22.3% | 8.2%
O=C1c2ccccc2C(=O)c2c(NCc3cccnc3)cccc21 | i | -6.8% | -6.1% | 12.2% | 10.3%
CC(C)(C)C(=O)N(Cc1ccc(Cl)cc1)Cc1cccnc1 | 0.1% | -4.3% | -5.6% | -2.4% | 1.2%
CCS(=O)(=O)Nc1cccc(C2=NN(S(=O)(=O)c3ccccc3)C(c3ccco3)C2)c1 (stereo unspecified) | 1.6% | 0.6% | -4.3% | 20.5% | -10.9%
CC(Cc1ccccc1)NC(=O)c1cc2ccccc2o1 (stereo unspecified) | 5.9% | -3.3% | 5.4% | u | -1.8%
CCC(=O)N1CCc2cc(S(=O)(=O)CCC(=O)NCc3cccc(OC)c3)ccc21 | 0.9% | -6.5% | 9.2% | -2.3% | 11.8%
CC(C)(C)NCC(O)COc1ccc(Br)cc1 (stereo unspecified) | 0.0% | 1.5% | -6.3% | -4.9% | -16.0%
O=C(CC(Sc1n[nH]c(-c2ccccc2)n1)c1ccccc1)NCc1ccccc1 (stereo unspecified) | 2.3% | -4.5% | -5.6% | 9.3% | -7.0%
COc1ccc(OC)c(S(=O)(=O)NCc2cc(-c3ccccc3)no2)c1 | 1.3% | -3.6% | -5.5% | -14.5% | -5.8%
CC(=Nc1ccccc1)C1=C(O)C(Cc2ccccc2)NC1=O (stereo unspecified) | 10.9% | x | x | x | -3.3%
CCCCCOCC1CC(C/C(C)=N/Nc2nc(-c3ccccc3)cs2)C(=O)O1 (stereo unspecified) | 5.6% | 4.0% | -7.5% | 7.6% | 21.6%
COc1ccc(/C=C2\SC(N)=NC2=O)cc1 | 7.7% | 3.8% | -5.8% | 33.9% | -1.0%
Cc1ccccc1OCCC(=O)NNC(=O)c1ccccc1F | 3.6% | 2.9% | x | 1.7% | -12.6%
CCOC(CNc1ncnc2c1cnn2C)OCC | 0.6% | 6.7% | -5.3% | 11.7% | -3.8%
O=C(O)CCNc1ccc(NCCC(=O)O)c2c1C(=O)c1ccccc1C2=O | 0.7% | -2.2% | -9.0% | 8.4% | 22.7%
Cc1ccc(CCNC(=O)CCn2c(=O)c3cccn3c3ccc(F)cc32)cc1 | 9.2% | 7.7% | 10.6% | -4.9% | -3.1%
CCc1ccc(N(CC(=O)NC(C)(C)CC)C(=O)CCC(=O)Nc2nccs2)cc1 | 7.9% | 9.4% | -4.8% | 16.8% | -3.8%
Cc1ccc2nc(Nc3ccc4[nH]c(=O)[nH]c4c3)c(-n3nc(C)cc3C)nc2c1 | 7.3% | 38.5% | -8.7% | 41.6% | 7.0%
CC(=O)/C=C1\N(C)c2ccc(C)cc2C1(C)C | i | 17.5% | 3.3% | 19.0% | -11.7%
O=C(CNC(=O)c1cccs1)N/N=C/c1cccc(Cl)c1 | 5.1% | -0.8% | 7.1% | 11.9% | -9.6%
COCCCn1c(=S)[nH]c2sc3c(c2c1=O)CCCS3 | 1.1% | 8.4% | 6.0% | -12.1% | -4.1%
CCC/C(=N\NC(=O)C1CCCC1)c1ccccc1 | 0.3% | 1.0% | -7.3% | -9.0% | -6.8%
CC(C)(C)OC(=O)C[C@H]1C/C=C\C[C@@H](CC(=O)N[C@@H](CO)Cc2ccccc2)C(=O)NC[C@@H](c2ccccc2)OC1=O | 0.2% | 7.5% | x | x | -0.1%
O=C(Nc1ccccc1)N1CCC(O)(c2cccc(C(F)(F)F)c2)CC1 | i | 1.2% | -2.3% | 27.6% | -1.0%
CC(=O)c1cc2c(cc1NC(=O)CN1CCC(Cc3ccccc3)CC1)OCO2 | 1.4% | -0.2% | 2.0% | -6.3% | 1.1%
O=C(Cc1ccccc1F)Nc1ccc(Cl)nc1 | 1.4% | -7.6% | -6.4% | 0.6% | 2.7%
CCOC(=O)C1C(C(=O)OC)=C(C2=CCCCC2)c2ccccc2N1S(=O)(=O)C(F)(F)F (stereo unspecified) | 2.4% | x | x | x | 0.8%
COc1cccc(N2C(=O)Nc3ccc(Br)cc3C2(O)C(=O)NCCCOC(C)C)c1 (stereo unspecified) | i | -0.9% | 10.0% | -12.8% | -13.7%
CCN(CC(=O)NCCc1ccccc1)S(=O)(=O)c1ccc(C)cc1 | 0.7% | 1.7% | -1.3% | -3.5% | 1.8%
COCCN(C(=O)CCCC(=O)Nc1ccccn1)C(C(=O)NC1CCCC1)c1ccc(C)cc1 (stereo unspecified) | 3.2% | -2.7% | -10.2% | 4.8% | -19.1%
COc1ccc(-c2cc(C(F)(F)F)n3nc(C(=O)NCCN4CCOCC4)cc3n2)cc1 | 2.6% | 4.1% | 0.5% | 24.7% | 8.4%
CS(=O)(=O)N(CC(=O)Nc1ccc2c(c1)OCO2)Cc1ccc(Cl)cc1 | 0.4% | 4.1% | -8.0% | 6.2% | -0.5%
c1ccc2sc(NC3=NCN(C4CCCCC4)CN3)nc2c1 | i | x | -6.1% | x | 6.3%
COC1=CC2C3Cc4ccc(OC)c(O)c4C2(CCN3C)CC1=O (stereo unspecified) | i | -6.4% | x | -5.5% | -7.4%
Nc1ccncc1Cl | 0.4% | -7.1% | 1.4% | -4.3% | 5.2%
CC(C)(C)Nc1nc(N)nc(Cl)n1 | 0.2% | 1.2% | -15.1% | -6.1% | 5.6%
S=C1NC[C@H](CC2CCCCC2)N1CCCCC1CCCCC1 | i | 7.1% | -5.5% | 57.0% | 1.3% | VEEV TC-83 Vero 10K pilot screen=0.0
O=C(CCN1CCOCC1)Nc1ccc(Cl)cc1 | i | -3.1% | -2.3% | -2.1% | -1.3%
COc1ccc(OC)c(NC(=O)c2cc(S(=O)(=O)N3CCCC3)cn2C)c1 | 6.1% | 4.7% | -6.5% | -5.9% | 7.7%
COc1ccc(N(C(=O)c2cccc(OC)c2OC)C2C=CS(=O)(=O)C2)c(OC)c1 (stereo unspecified) | 0.8% | -0.1% | -4.5% | -5.7% | -10.8%
COc1ccc(CNC(=O)c2cc(=O)c3ccccc3o2)cc1 | i | 2.7% | 5.9% | 6.6% | 0.6%
CCOC(=O)CNC(=O)CSc1nnc(-c2ccccc2)c(-c2ccccc2)n1 | i | -9.7% | 9.8% | 44.6% | -4.5%
CCOc1ccc(OCCn2c(=S)[nH]c3c(N)ncnc32)cc1 | 1.2% | -2.4% | 4.7% | -3.9% | 8.3%
FC(F)(F)c1ccc(NC(=S)NC2CCCCC2)cc1 | i | u | -4.5% | u | 1.0%
Nn1c(SCc2ccc(F)cc2)nnc1-c1ccccn1 | i | 17.1% | -22.2% | 67.1% | x

Not a retest: entries from further up.
SMILES | VEEV TC-83 Vero | H37Rv inhibition | Salmonella PhoP GFP | M. tuberculosis | H1N1 NS1A inhibition | others
CCN(CC(=O)NCCc1ccccc1)S(=O)(=O)c1ccc(C)cc1 | 0.7% | 1.7% | -1.3% | -3.5% | 1.8%
COCCN(C(=O)CCCC(=O)Nc1ccccn1)C(C(=O)NC1CCCC1)c1ccc(C)cc1 (stereo unspecified) | 3.2% | -2.7% | -10.2% | 4.8% | -19.1%
COc1ccc(-c2cc(C(F)(F)F)n3nc(C(=O)NCCN4CCOCC4)cc3n2)cc1 | 2.6% | 4.1% | 0.5% | 24.7% | 8.4%
CS(=O)(=O)N(CC(=O)Nc1ccc2c(c1)OCO2)Cc1ccc(Cl)cc1 | 0.4% | 4.1% | -8.0% | 6.2% | -0.5%
c1ccc2sc(NC3=NCN(C4CCCCC4)CN3)nc2c1 | i | x | -6.1% | x | 6.3%
COC1=CC2C3Cc4ccc(OC)c(O)c4C2(CCN3C)CC1=O (stereo unspecified) | i | -6.4% | x | -5.5% | -7.4%
Nc1ccncc1Cl | 0.4% | -7.1% | 1.4% | -4.3% | 5.2%
CC(C)(C)Nc1nc(N)nc(Cl)n1 | 0.2% | 1.2% | -15.1% | -6.1% | 5.6%
S=C1NC[C@H](CC2CCCCC2)N1CCCCC1CCCCC1 | i | 7.1% | -5.5% | 57.0% | 1.3% | VEEV TC-83 Vero 10K pilot screen=0.0
O=C(CCN1CCOCC1)Nc1ccc(Cl)cc1 | i | -3.1% | -2.3% | -2.1% | -1.3%
COc1ccc(OC)c(NC(=O)c2cc(S(=O)(=O)N3CCCC3)cn2C)c1 | 6.1% | 4.7% | -6.5% | -5.9% | 7.7%
COc1ccc(N(C(=O)c2cccc(OC)c2OC)C2C=CS(=O)(=O)C2)c(OC)c1 (stereo unspecified) | 0.8% | -0.1% | -4.5% | -5.7% | -10.8%
COc1ccc(CNC(=O)c2cc(=O)c3ccccc3o2)cc1 | i | 2.7% | 5.9% | 6.6% | 0.6%
CCOC(=O)CNC(=O)CSc1nnc(-c2ccccc2)c(-c2ccccc2)n1 | i | -9.7% | 9.8% | 44.6% | -4.5%

Following part
SMILES | VEEV TC-83 Vero | H37Rv inhibition | Salmonella PhoP GFP | M. tuberculosis | H1N1 NS1A inhibition | others
CCNC(=O)c1c(C)[nH]c(C(=O)OCC)c1C | 2.5% | -5.5% | 12.0% | 0.9% | 2.7%
COc1ccc(-c2nn(-c3ccccc3)cc2C(=O)NC(=S)N2CCOCC2)cc1OC | 1.8% | 1.0% | x | 2.6% | -8.9%
O/N=C1/CCCSc2ccccc21 | i | -3.4% | 0.9% | -1.1% | 0.8%
C/C(=N\NC(=O)c1cccnc1)c1ccc(Br)cc1 | 1.6% | -3.7% | -5.0% | 8.3% | -2.1%
OCC1(CCCc2ccccc2)CCN(Cc2cnc(N3CCOCC3)s2)CC1 | i | 0.3% | -20.9% | -0.8% | 3.0%
Cc1ccc(NC(=O)Cn2c(=O)n(Cc3ccco3)c(=O)c3ccccc32)c(C)c1 | 0.5% | 9.2% | -20.0% | 2.5% | 5.9%
O=C(NNC(=O)c1cccs1)c1ccc(Cl)cc1 | i | 5.2% | -2.5% | -5.5% | -2.3%
Cn1ccnc1SC(C(=O)O)c1ccccc1 (stereo unspecified) | 0.4% | 4.4% | -8.8% | 11.4% | 6.7%
COc1ccc(F)cc1S(=O)(=O)n1cnc2ccccc21 | 0.3% | 4.4% | 7.0% | 8.7% | 2.9%
Cn1c(N2CCCC2)nc2c1c(=O)[nH]c(=O)n2C | i | -2.2% | -4.5% | -3.8% | -30.9%
CNC(=O)C(=O)Nc1cc2c3c(c1)CCN3C(=O)CC2 | 13.2% | 9.9% | 6.6% | 2.7% | -7.0%
CCC(NC(=O)c1oc2ccccc2c1COC)c1ccc(OC)cc1 (stereo unspecified) | 0.2% | 0.3% | 2.6% | 5.5% | 3.5%
O=C(NCc1ccccc1)C1CCN(S(=O)(=O)N2CCCCCC2)CC1 | 2.4% | -4.9% | 4.2% | 11.4% | 19.6%
O=C(CCCO)N/N=C/c1ccccc1[N+](=O)[O-] | i | -2.0% | 0.6% | -17.9% | 2.1%
COc1ccc(CNC(=O)c2cnn3c(C(F)F)cc(C)nc23)cc1 | 0.3% | -3.5% | 1.5% | 3.7% | 1.9%
COCc1c(C(=O)Nc2cccc(S(=O)(=O)N3CCCCC3)c2)oc2ccccc12 | 7.0% | -1.5% | x | 4.9% | 1.8%
Cn1c(=O)[nH]c(=O)c2c1nc(N1CCCCCC1)n2CCCSc1nc2ccccc2o1 | 5.4% | 6.6% | -7.7% | 33.4% | 10.1%
CC(=O)N1CCN(S(=O)(=O)c2ccc(S(=O)(=O)N3CCCC(C)C3)cc2)CC1 (stereo unspecified) | 0.6% | -12.0% | 1.0% | -1.4% | 8.5%
Cc1cc(Br)ccc1-n1[nH]c(C)c(C=Nc2cccc3nsnc23)c1=O | 2.4% | -2.5% | 3.1% | 2.6% | 0.6%
COCCCN=C(c1ccco1)n1c(=S)nc(-c2ccco2)n(CCCOC)c1=S | 0.1% | 11.6% | -11.4%&2.0% | 58.5% | 2.7%
Cc1ccc(/C(N)=N/OC(=O)c2ccc3c(c2)OCO3)cc1 | 0.0% | -3.1% | -1.9% | 7.8% | -6.7%
COCCn1c(Cc2ccccc2)nnc1SCC(=O)NC1CCCCC1 | 1.3% | -4.3% | -17.9% | -12.9% | -3.3%
CC/C(=N\NC(=O)c1csc(C)c1C)c1cccs1 | 0.6% | 5.7% | 5.0% | 13.4% | 2.2%
Cc1nnc(SCC(=O)Nc2nc(C(C)(C)C)cs2)s1 | i | -18.7% | 6.9% | -3.8% | 1.5%

Compounds were not picked by outcome. Share with any hit: about 1.6%.
